Assay outcomes from PubChem.
aSyn rescue: qHTS of alpha-syn Inhibitors | hit rate 0.14% among 370,000 | Yeast expressing alpha-synuclein, growth rescue, BacTiter-Glo, 24 h | Potency, µM (titrated, usually from 46.1 µM), without a hit: at the top dose growth rescue (activation), hits mostly activators | AID 652106, 2013; further: potency means the concentration at half of the fitted maximal effect; % of control where 0% means no effect; nearly all actives have a fitted effect of over 65% in size
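Screening used galactose-induced yeast with toxic alpha-synuclein levels, exposed to compound for 24 hr at 30 deg C. Cell growth, read with BacTiter-Glo luminescence, gave the measured signal.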
D3 antag: qHTS of D3 Dopamine Receptor Antagonist: qHTS | D(3) dopamine receptor (Homo sapiens), P35462 | hit rate 2.5% among 360,000 | AID 652054, 2013 | D3R cells, DiscoveRx beta-arrestin luminescence, antagonist mode; active compounds read low | max response, negative = inhibition, %; in the data active means max response below about -50%; inconclusive means no clear call, values can overlap the other calls; further: on the % scale 0 is the no-effect control and ±100 the full control effect; mostly tested at two doses, the higher about 12 µM
Target sequence (P35462 whole entry, looked up): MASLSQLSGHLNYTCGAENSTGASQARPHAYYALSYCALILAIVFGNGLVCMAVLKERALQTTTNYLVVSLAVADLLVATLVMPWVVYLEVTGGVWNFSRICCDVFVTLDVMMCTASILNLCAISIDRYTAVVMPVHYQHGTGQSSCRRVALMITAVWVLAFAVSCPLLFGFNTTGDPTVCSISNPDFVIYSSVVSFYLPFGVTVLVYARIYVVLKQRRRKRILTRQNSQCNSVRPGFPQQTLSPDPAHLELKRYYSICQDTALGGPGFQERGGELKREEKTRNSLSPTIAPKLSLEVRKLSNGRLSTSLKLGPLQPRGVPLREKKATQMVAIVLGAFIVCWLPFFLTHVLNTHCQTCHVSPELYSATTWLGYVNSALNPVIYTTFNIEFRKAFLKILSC
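Cells expressing the human receptor were seeded at 1500 cells/well, incubated overnight at 37 degrees C in 5% CO2, then exposed to library compounds with dopamine controls for 90 minutes at 37 degrees C before luminescent detection.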
FUS yeast rescue: qHTS for Suppressors of FUS Proteinopathy: Primary screen using FUS-linked yeast assay; S. cerevisiae FUS-expressing, growth rescue, OD600, 24 h; Potency, µM (top dose mostly 76.6 µM), for the others: top-dose growth rescue (activation), most hits filed as activators; hit rate 0.24% among 390,000; AID 1347120, 2019;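 further: potency means the concentration at half of the fitted maximal effect; plate controls were DMSO vehicle for no effect and reference control for full effect; nearly all actives have a fitted effect of over 55% in size; some results filed as inactive show a strong effect at the top dose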
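S. cerevisiae expressing FUS from galactose induction served as the toxicity model. Growth after 24hr at 30C, read as absorbance at 600 nm, indicates suppression of toxicity; compounds dosed at several concentrations.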
TDP-43 yeast inh: qHTS of TDP-43 Inhibitors | Potency, µM (series often up to 46.1 µM), without a hit: top-dose growth rescue (activation), hits mostly activators | hit rate 1.8% among 410,000 | TDP-43 expressing yeast growth rescue, BacTiter-Glo, 24 h | AID 652104, 2013; further: potency means the concentration at half of the fitted maximal effect; % of control where 0% means no effect; nearly all actives have a fitted effect of over 50% in size
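In this qHTS, compounds that restore growth of yeast expressing TDP-43 appear as activators. Cells (OD600=0.02, galactose medium, raffinose-pregrown) are incubated with compound 24 hr at 30 deg C and growth is quantified by BacTiter-Glo.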
Abeta rescue: qHTS for compounds that reverse cellular toxicity of Amyloid beta (A-beta) peptide in yeast: Primary Screen; AID 1347071, 2019; hit rate 0.063% among 410,000; Potency, µM (titrated, usually from 46.1 µM), for inactives: top-dose growth rescue, actives largely listed as activators; yeast expressing A-beta42, growth rescue, OD600, 48 h; response scale: 0% DMSO, 100% iron-clioquinol control; further: potency means the concentration at half of the fitted maximal effect; nearly all actives have a fitted effect of over 55% in size
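Growth rescue measured by 600 nm absorbance after 48 h yeast culture at 30 C with compound. Values normalized between DMSO and an equimolar ferric chloride plus clioquinol control.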
EPAC2 antag: qHTS for Antagonist of cAMP-regulated guanine nucleotide exchange factor 2 (EPAC2): primary screen | Rap guanine nucleotide exchange factor 4 (Homo sapiens), Q8WZA2 | EPAC2 GEF exchange of Rap1B-BODIPY-GDP, fluorescence | Potency, µM (series often up to 114 µM), for inactives: top-dose activity, negative = inhibition, actives largely listed as inhibitors | hit rate 0.18% among 360,000; further: potency means the concentration at half of the fitted maximal effect; on the % scale 0 is the no-effect control and ±100 the full control effect; nearly all actives have a fitted effect of over 45% in size; many of its hits are not listed in these tables
DRD3 agonist: qHTS of D3 Dopamine Receptor Agonist: qHTS; max activation, %; D3R DiscoveRx beta-arrestin cells, luminescence, 90 min; hit rate 0.58% among 410,000; in the data active means max activation above about 30%; further: 0% is about no effect; mostly tested at two doses, the higher about 12 µM
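Cells at 1500/well, incubated overnight, then treated with pinned compounds (dopamine as control) for 90 min at 37 degrees C. DiscoveRx reagent added for 30 - 60 minutes at room temperature; luminescence read.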
EPAC2 agonist: qHTS for Agonist of cAMP-regulated guanine nucleotide exchange factor 4 (EPAC2): primary screen | AID 720711, 2013 | Potency, µM (doses to about 154 µM), without a hit: top-dose activation, usual class: activators | EPAC2 activation, biochemical qHTS; response scale: 100% = 6.5 mM cAMP response | hit rate 0.079% among 360,000 | Rap guanine nucleotide exchange factor 4 (Homo sapiens), Q8WZA2; further: potency means the concentration at half of the fitted maximal effect; nearly all actives have a fitted effect of over 50% in size
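Guanine nucleotide exchange by EPAC2 is measured as reduced fluorescence of BODIPY-GDP once it is released from 250 nM Rap1B. Plates are read kinetically for 30 min at room temperature; results are scaled to 6.5 mM cAMP.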
Numbers without * were called inactive; ? = inconclusive; / = no result given; [ ] = remark or other dose. Unless noted, the call rests on the fitted dose curve; in most records, active means well fitted curve in the direction sought with a large enough effect; inconclusive means small, poorly fitted or top-dose-only effect, or another doubt; inactive means no such curve, though single readings can be large; an effect the other way counts as inactive or inconclusive.

Each structure is followed by: aSyn rescue | D3 antag | FUS yeast rescue | TDP-43 yeast inh | Abeta rescue | EPAC2 antag | DRD3 agonist | EPAC2 agonist
> O=C(NC(c1ccccc1)c1ccccc1)N1CCOCC1
→ -6% | 0 | 11% | 12% | -9% | 7% | 4 | 4%
> CN1CCN(C(=O)CNC(=O)Cc2ccc(Cl)cc2)CC1
→ 2% | -13 | -14% | 1% | -3% | 3% | -4 | 2%
> COc1cccc(C(=O)c2ccncc2C(=O)O)c1OC
→ -3% | 0 | -4% | 14% | 10% | 0% | 3 | 0%
> COc1ccc(-c2nc(CSc3nncn4c3cc3oc(C)cc34)c(C)o2)cc1
→ / | / | -15% | 20% | 6% | / | -8 | /
> COc1cccc(C2=NOC(C(=O)Nc3cccnc3Cl)C2)c1 (stereo unspecified)
→ 0% | 0 | -2% | -10%[0.397 µM] | 5% | 8% | 8 | -6%
> O=C1/C(=C/c2ccc(O)cc2)SC(=S)N1Cc1cccnc1
→ -6% | -17 | -4% | 6% | -14% | 2% | -6 | 15%
> S=c1[nH]nc(-c2ccc(Cl)cc2)n1/N=C/c1cccs1
→ -1% | -26 | 7% | 3% | -6% | 1% | -14 | 4%
> CC[C@H](C)Cc1cn([C@@H](CCCCNC(=O)OC(C)(C)C)C(=O)NCCCCCCCCCCC(=O)N2CCN(C(=O)OC(C)(C)C)CC2)nn1
→ 1% | 0 | 38% | 11% | 9% | -9% | -7 | -5%
> COc1ccc(-c2nnc3n(CCc4ccccc4)c(=O)c4ccccc4n23)c(OC)c1
→ 3% | 35 | -9% | ? | 23% | 16% | 1 | -3%
> Cc1ccc2[nH]c(=O)c3cc(C(=O)N(C)Cc4ccco4)sc3c2c1
→ -7% | 2 | 14% | 24% | -1% | 0% | 3 | -5%
> Nc1[nH]c(C(=O)c2ccccc2)c(-c2ccncc2)c1C(=O)NC1CC1
→ -9% | 0 | -11% | 2% | -5% | 9% | -9 | 6%
> COC(=O)[C@H](CC(C)C)NC(=O)Nc1ccc2c(c1)OCCO2
→ 2% | -19 | -7% | -19% | 2% | 10% | 3 | -7%
> COc1ccc(S(=O)(=O)N2CCOCC2)cc1N=Nc1sc(N)nc1-c1ccccc1
→ -11% | ? | -4% | -13% | -12% | -7% | -4 | -2%
> Cc1cc(N(C)C)cc(C)[n+]1[O-]
→ -5% | 12 | 3% | 3% | -5% | -1% | 2 | 5%
> Cc1cc(NC(=O)c2ccc(C#N)cc2)n(-c2ccccc2)n1
→ -8% | 2 | -17% | 15% | -7% | 6% | 6 | 3%
> O=C(CN1CCN(C(=O)C2CC2)CC1)Nc1ccc(Cl)cc1F
→ 2% | 22 | -4% | 1% | -3% | 5% | -2 | 0%
> Cc1ccc(Nc2nc(C)nc(N)c2S(=O)(=O)c2ccccc2)cc1
→ 1% | / | -20% | 7% | -8% | / | 5 | /
> COc1ccc(OC)c(CNC(=O)C2COc3ccccc3C2)c1 (stereo unspecified)
→ / | / | -8% | 15%[9.22 µM] | -4% | / | -14 | /
> COc1cc(NC(=O)C(C)C)ccc1NC(=O)c1cc2ccccc2o1
→ -1% | -10 | -12% | -14% | -12% | 2% | 7 | 0%
> Nc1c(-c2ccccc2)c(CN2CCOCC2)nn1-c1cccc([N+](=O)[O-])c1
→ 0% | 14 | 12% | / | 10% | 2% | 2 | 5%

Given tab-delimited: 2 of the compounds above
mol	aSyn rescue	D3 antag	FUS yeast rescue	TDP-43 yeast inh	Abeta rescue	EPAC2 antag	DRD3 agonist	EPAC2 agonist
COc1cccc(C2=NOC(C(=O)Nc3cccnc3Cl)C2)c1 (stereo unspecified)	0%	0	-2%	-10%[0.397 µM]	5%	8%	8	-6%
COc1ccc(-c2nnc3n(CCc4ccccc4)c(=O)c4ccccc4n23)c(OC)c1	3%	35	-9%	?	23%	16%	1	-3%

The main list resumes, starting 3 compounds before the break.
Each structure is followed by: aSyn rescue | D3 antag | FUS yeast rescue | TDP-43 yeast inh | Abeta rescue | EPAC2 antag | DRD3 agonist | EPAC2 agonist
> COc1ccc(OC)c(CNC(=O)C2COc3ccccc3C2)c1 (stereo unspecified)
→ / | / | -8% | 15%[9.22 µM] | -4% | / | -14 | /
> COc1cc(NC(=O)C(C)C)ccc1NC(=O)c1cc2ccccc2o1
→ -1% | -10 | -12% | -14% | -12% | 2% | 7 | 0%
> Nc1c(-c2ccccc2)c(CN2CCOCC2)nn1-c1cccc([N+](=O)[O-])c1
→ 0% | 14 | 12% | / | 10% | 2% | 2 | 5%
> N#Cc1ccc(C(S(=O)(=O)Cc2ccccc2)S(=O)(=O)Cc2ccccc2)cc1
→ -5% | 0 | -18% | ? | 4% | -2% | 3 | -1%
> COc1ccccc1NC(=O)Cn1cnc2sc(C(=O)NCc3ccco3)c(C)c2c1=O
→ -6% | 0 | -6% | 4% | -8% | 7% | 5 | 0%
> COc1ccc(C(C[N+](=O)[O-])c2c(C)cc3ccccn23)c(OC)c1 (stereo unspecified)
→ -4% | 0 | 20% | 8% | -30% | ? | 1 | -8%
> O=C(CC1S/C(=N/N=C/C=C/c2ccccc2)NC1=O)Nc1ccc(Cl)c(Cl)c1 (stereo unspecified)
→ -1% | 15 | 11% | 29% | 8% | -4% | 12 | -2%
> CCCc1ccc(C(=O)NNC(=O)c2ccc(Br)cc2)cc1
→ -2% | 12 | / | -20% | -3% | 7% | 1 | -7%
> Cc1c(CC(=O)N2C[C@H]3C[C@@H](C2)c2cccc(=O)n2C3)c(=O)oc2cc3occ(C(C)(C)C)c3cc12
→ -2% | ? | 30% | 15% | 0% | -8% | 20 | 3%
> CC(C)NC(=O)NC(=O)CSc1ccccc1F
→ -6% | 11 | / | -2% | 0% | -3% | 3 | 0%
> O=[N+]([O-])c1ccc(/C=C/C2=NN(c3ccccc3)C(c3ccco3)C2)o1 (stereo unspecified)
→ -3% | ? | 13% | 11% | -12% | -2% | -8 | -12%
> N#C/C(=C\c1ccc(N2CCOCC2)o1)C(=O)NCCc1ccccc1
→ 9% | -4 | 50% | ? | -6% | -10% | -15 | 14%
> COc1ccc(-c2ccc(C(=O)Nc3cc(OC)c(OC)c(OC)c3)c3occc23)c(C)c1
→ -3% | 5 | ? | 13% | -5% | 1% | 5 | 22%
> COC(=O)c1cc2sc(Cl)cc2n1CC(=O)Nc1ccc(OC)c(OC)c1OC
→ -5% | -5 | ? | -11% | -30% | -18% | -15 | -3%
> COc1ccc(-c2csc(N(CCCN(C)C)C(=O)c3ccc(F)cc3)n2)cc1
→ 13% | 8 | 8% | 11% | -4% | -9% | -3 | -8%
> Cc1cc(C)c2cc(C#N)c(SCC(=O)NCc3ccco3)nc2c1
→ 0% | -4 | 32% | 2% | -6% | 2% | 1 | -20%
> Cn1c(CNC(=O)c2cccs2)nnc1SCC(=O)Nc1ccccc1
→ 1% | 2 | / | -11% | 0% | 3% | 3 | 4%
> CN(C)Cc1c(C(=O)N/N=C/c2cccc(OCc3c(F)cccc3Cl)c2)nnn1-c1nonc1N
→ 2% | 10 | 27% | 8% | -8% | 6% | 0 | -1%
> CC(C)(C)c1ccc(C(=O)N2CCC2(C)C(=O)NS(=O)(=O)c2ccccc2Cl)cc1 (stereo unspecified)
→ 4% | 11 | 11% | 2% | -10% | 0% | 2 | 4%
> CSC[C@H]1CN(Cc2ccccc2)C(=O)[C@@H]1CC(=O)Nc1ccc(Br)cc1
→ 3% | 1 | -2% | 1% | 8% | 7% | 1 | -4%
> O=C(/C=C/c1c(F)cccc1Cl)Nc1ccc(S(=O)(=O)Nc2ncccn2)cc1
→ 3% | -11 | 12% | 2% | 12% | -5% | 2 | 6%
> O=C(Cc1ccc(S(=O)(=O)N2CCOCC2)s1)Nc1ccc(Br)c(C(F)(F)F)c1
→ -6% | -16 | ? | -23% | 25% | -4% | -18 | 13%
> CCOc1ccc(OCCC(=O)OCC(=O)c2c(N)n(CC(C)C)c(=O)n(C)c2=O)cc1
→ -1% | 2 | 25% | 19% | 4% | 7% | 0 | 3%
> Oc1cccc(-c2nc3ccccc3s2)c1
→ -40%[inhibitor] | 0 | 52% | -46%[inhibitor] | -42%[inhibitor] | 4% | -2 | 1%
> C[C@@H](NC(=O)c1nc[nH]c1C(=O)NCc1ccccc1)c1ccccc1
→ -8% | 1 | 21% | 20% | 3% | -21% | 2 | -5%
> Cc1ccc(S(=O)(=O)Nc2cc3c4c(c2)C(C)C(=O)N4CCC3)cc1 (stereo unspecified)
→ -7% | 0 | 12% | -10% | 1% | -6% | -12 | 15%
> CCOC(=O)Cc1cc(=O)n2[nH]c(-c3ccc(C)cc3)cc2n1
→ -3% | -8 | 11% | -15% | -4% | 2% | -4 | 9%
> COC(=O)c1[nH]c2ccccc2c1NC(=O)c1c(F)cccc1F
→ 0% | -11 | 0% | 7% | 1% | 4% | 1 | 6%
> Cc1ccc(C)c(N2CCN(S(=O)(=O)c3ccc4c(c3)NC(=O)CC(=O)N4)CC2)c1
→ 0% | 5 | 22% | 23% | 3% | ? | -1 | 17%
> CCn1cc(S(=O)(=O)N2CCCC2)cn1
→ -1% | -1 | -11% | -11% | -4% | 5% | 0 | 12%
> CCNc1nc(NCC)nc(Oc2ccc(C(=O)OC)cc2)n1
→ -8% | 0 | -1% | 23% | 18% | 17% | 0 | 8%
> COc1ccccc1Nc1ncccc1C(=O)O
→ -1% | -14 | -16% | -24% | -3% | 0% | 1 | -2%
> NNC(=O)CNS(=O)(=O)c1ccc([N+](=O)[O-])cc1
→ -10% | 3 | 2% | -5% | -14% | -14% | -4 | 12%
> O=C(NC1CCOCC1)C1CCC(=O)N(CCc2ccc(Cl)cc2)C1 (stereo unspecified)
→ 1% | -15 | 4% | 26% | 1% | -1% | 2 | -2%

As entered above.
`O=C(NC1CCOCC1)C1CCC(=O)N(CCc2ccc(Cl)cc2)C1` (stereo unspecified) in Abeta rescue shows 1%
`COc1ccccc1Nc1ncccc1C(=O)O` in TDP-43 yeast inh shows -24%
`CCOC(=O)Cc1cc(=O)n2[nH]c(-c3ccc(C)cc3)cc2n1` in EPAC2 agonist shows 9%

These rows are one share of the data; the hit share may differ from the screen's.
